Bioassay records deposited in PubChem BioAssay by several laboratories.
Hep lipid drop – inhibitors of hepatocyte lipid droplet formation, primary screen, imaging, high-throughput imaging, BODIPY stain; AML12 mouse hepatocytes, oleate lipid droplets; inhibition, % at 6.5 µM; 0.4% of 240,000 active;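 active = lipid droplet intensity inhibited by at least 50%, with more than 500 cells counted; inconclusive = wells with under 300 cells, treated as cytotoxic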
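Technique: fluorescence imaging, 20x objective, two fields per well / Assay system: AML12 hepatocytes (mouse) / Measure: % inhibition of lipid droplet signal / Doses: 6.5 µM single-point dosing / Incubation: overnight exposure / Reagent: 100 µM oleic acid challenge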
West Nile virus CPE – West Nile virus antiviral activity, cell-based, CPE readout (AID 1621). West Nile virus-infected cells, CPE inhibition; higher % means a stronger effect. one-dose CPE inhibition, % at 10 µM; IC50 in µM for titrated hits. 0.02% of 290,000 active; in the data active = a potency from the dose series; inconclusive = CPE inhibition mostly from about 3.7% at the one dose, without a potency; inactive = the rest, 99 in 100 with CPE inhibition below about 2.2%; also: strong numbers were not always called active
Myeloid diff MLP – induction of myeloid progenitor differentiation, primary screen, cell-based, flow cytometry, MLPCN library; ER-HoxA9 myeloid progenitors, lysozyme-GFP differentiation; calls only at 10 µM; 1% of 360,000 active;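 active = normalized GFP-positive differentiation at or above the plate's own cutoff, the solvent-only control mean plus 3 SD; inconclusive = no clear call, values can overlap the other calls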;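 also: cells exposed to compound for four days before flow analysis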
T cell modulator – modulators of CD8 T cell-vesicle binding, primary screen, mouse 2C CD8+ T cells, flow cytometry | calls only at 7 µM | 0.068% of 330,000 active | AID 2052, 2009 | 2C CD8+ T cell-vesicle binding; active compounds read low;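 active = response, share of CD8 T cells binding vesicles, and their 90th percentile fluorescence all below set limits, cut at about 80% in these data, passing the limit was not always enough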
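Material: 2C TCR transgenic mouse naive CD8+ T cells, MACS-purified. Also added: QL9-charged Drosophila Ld/ICAM-1/B7-1 vesicles. Timing: binding 1.5 h at 37 °C. Measured by: high-throughput flow cytometry with anti-B7-1 and anti-CD8 staining. Read-out: percent CD8+ FL2 mean versus row control. Controls: Unloaded micro-vesicles (low), QL9 vesicles with 0.7% DMSO (high).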
Insulin prom up – insulin promoter activators in MIN6 cells, imaging, high-content screening, mouse beta cells. z-score at 5 µM. 0.3% of 190,000 active. MIN6 insulin promoter-GFP reporter; active compounds read high;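 active = z-score above 3 at 5 µM with at least 500 cells counted in the well; inconclusive = wells under 500 cells, flagged as cytotoxic or low count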
Autophagy mod – autophagy modulators in MEF cells, primary screen, imaging, high-content, MEF GFP-LC3. 0.98% of 190,000 active. MEF GFP-LC3 puncta imaging; test concentration mostly 10 µM. calls only at 10 µM (by protocol). AID 463193, 2010;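 active = percentage of spot-positive cells more than 3 SD above its plate mean, without a fluorescence outlier flag or 80% toxicity; inconclusive = no clear call, values can overlap the other calls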;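 also: spot-positive cell cutoff set from DMSO-treated cells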
WT yeast gro inh – growth inhibition of WT strain, primary screen, mitochondrial fusion inhibitor project, WT and mutant strains, chemical genetic; inhibition, % at 10 µM; mitochondrial fusion phenotypic screen; 2.1% of 190,000 active; in the data active = inhibition above about 58%; tested in S. cerevisiae
bCat nuc transl – modulators of beta-catenin nuclear translocation, primary screen, imaging, HeLa cells, immunofluorescence, high-content; 0.3% of 190,000 active; nuclear translocation activity, % at 5 µM;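 active = nuclear translocation activity above 50% at 5 µM, with a well cell count of 50 or more; inconclusive = wells under 50 cells across six images, flagged as toxic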;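 also: per-cell ratio of nuclear to cytoplasmic median beta-catenin stain intensity; plate controls were DMSO negative control for no effect and GSK-3 inhibitor IX positive control for full effect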
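Technique: fluorescence imaging of beta-catenin antibody stain plus DAPI / Material: human HeLa cell line / Incubation: compound treatment 24 h, 37°C, 5% CO2 / Read-out basis: % activation of per-cell nuclear versus cytoplasmic median beta-catenin signal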
MT stabilizer – microtubule stabilizers in HeLa cells, primary screen, imaging, high-content imaging | HeLa tubulin immunostaining HCS, 24 h; share of cells brighter than vehicle mean+2SD | % tubulin-high responders, % at 10 µM | 0.83% of 200,000 active;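 active = plate Z-score above 3 for both tubulin-high and condensed-nucleus cell shares, with cell loss under 80%, at 10 µM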;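 also: anti alpha tubulin signal scored within the nucleus-defined area of each cell; some results filed as inactive read as strong as hits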
WT yeast gro inh mutant strain – also measured in WT yeast gro inh; calls as there; inhibition, %; mitochondrial fusion phenotypic screen, mutant strain inhibition
Insulin prom up cell count – second read-out of Insulin prom up, no call of its own (marks repeat the call); cell count; measured here: cytotoxicity, nuclei count;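 total cells summed across four imaged fields per well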
Hep lipid drop cells 6.5 µM – recorded beside Hep lipid drop, whose call it bears; cell count; measured here: cell count, cytotoxicity flag;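 cells counted across two imaged fields per well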
bCat nuc transl cell count 5 µM – recorded beside bCat nuc transl, whose call it bears; cell count; measured here: cell count, cytotoxicity flag
T cell modulator vesicle-bound % – further read-out of T cell modulator, marked with its call; double positive events, %; measured here: CD8+ vesicle-bound cell fraction;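 binding gate set so that unloaded-vesicle control wells show 10% double positive cells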
MT stabilizer Hoechst-high % – recorded beside MT stabilizer, whose call it bears; % Hoechst-high responders; measured here: nuclear condensation Hoechst responders;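 share of cells brighter than vehicle mean plus two SD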
MT stabilizer cytotoxicity % – recorded beside MT stabilizer, whose call it bears; toxicity, %; measured here: cytotoxicity by cell density;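 0% = mean cell density of plate MIN control wells and 100% = no cells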
Autophagy mod cell loss 18 h – recorded beside Autophagy mod, whose call it bears; toxicity, %; measured here: cell loss, nuclei count;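 cell loss after 18 h compound exposure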
Myeloid diff MLP GFP+ MAC1+ % – further read-out of Myeloid diff MLP, marked with its call; GFP+ MAC1+ double positive, %; measured here: differentiation confirmed by MAC1 staining
The depositor's hits bear a star; i = inactive; ? = inconclusive; nt = no result given.

SMILES	Hep lipid drop	Hep lipid drop cells 6.5 µM	West Nile virus CPE	Myeloid diff MLP	Myeloid diff MLP GFP+ MAC1+ %	T cell modulator	T cell modulator vesicle-bound %	Insulin prom up	Insulin prom up cell count	Autophagy mod	Autophagy mod cell loss 18 h	WT yeast gro inh	WT yeast gro inh mutant strain	bCat nuc transl	bCat nuc transl cell count 5 µM	MT stabilizer	MT stabilizer Hoechst-high %	MT stabilizer cytotoxicity %
CCC(C)(C(=O)NC1CCCCC1)N(C(=O)C1CCC(=O)N1)c1ccccc1 (stereo unspecified)	7	822	-0.2%	i	0.5	i	33	-1.6	521	i	-9	1	8	nt	nt	1.5	0.9	8.4
CC(C)OC(=O)CC(=O)CSc1nc2c(c(-c3cccs3)c1C#N)CCC2	-1	532	-0.5%	i	0.4	i	57	0.4	1501	i	-10	11	7	-1.6	1151	2.8	1.6	6.2
Cn1c(SCC(=O)Nc2ccccc2)nnc1-c1ccc2nonc2c1	-32	710	0.1%	i	0.7	i	15	0.2	1193	nt	nt	nt	nt	-0.3	1224	nt	nt	nt
O=C(CCCN1C(=O)/C(=C\c2cccc(Br)c2)SC1=S)Nc1cccnc1	5	735	?	i	0.0	i	57	-0.6	1510	i	17	26	5	-4.1	1100	1.3	1.2	2.4
O=C(COC(=O)c1nsc(Cl)c1Cl)NC1CCCCC1	7	836	1.4%	i	0.5	i	17	nt	nt	nt	nt	nt	nt	nt	nt	nt	nt	nt
CCOc1ccc(OCC)c(NC(=O)Cn2cccc2)c1	-2	726	nt	i	5.4	i	36	-0.31	575	i	8	-17	-14	nt	nt	5.8	2.3	0.7
O=C(NC(=S)Nc1ccccc1)c1ccc(Br)o1	11	665	0.1%	i	0.3	i	44	-0.19	1530	i	6	2	11	3.4	1062	0.9	1.3	5.0
CSC1=NCCN1C(=O)c1ccc(Br)o1	nt	nt	-0.2%	i	2.2	i	18	1.7	858	i	7	10	6	nt	nt	2.2	3.5	4.6
COc1ccccc1N(CC(=O)N1CCCCCC1)S(=O)(=O)c1ccc(C)cc1	-35	807	-0.9%	i	3.4	i	13	nt	nt	nt	nt	nt	nt	nt	nt	nt	nt	nt
CC1(C)CC(=O)c2c(S(C)(=O)=O)sc(Br)c2C1	-11	673	-0.7%	i	0.9	i	25	0.56	1444	nt	nt	nt	nt	-1.9	1160	nt	nt	nt
CSC1=NC2(C)CCCCC2C12C=CC(=O)C=C2 (stereo unspecified)	0	574	0.6%	i	0.4	i	29	0.31	1020	nt	nt	nt	nt	-0.2	1299	nt	nt	nt
CCOC(=O)Cc1csc(NC(=O)CSc2ccc(Br)cc2)n1	-48	643	-0.4%	i	0.4	i	45	0.62	1300	i	10	31	26	-1.7	988	2.5	1.9	8.3
Cc1cc(C)cc(C(=O)Nc2nc3ccccc3[nH]2)c1	8	821	-1.1%	i	2.0	i	24	nt	nt	nt	nt	nt	nt	nt	nt	nt	nt	nt
COc1ccc(Cl)cc1NC(=S)Nc1ccccc1F	-1	624	-0.8%	i	0.1	i	54	nt	nt	i	-8	-24	-16	-0.3	1470	1.3	3.1	6.2
O=c1nc2n(Cc3ccccc3)c3ccccc3cc-2c(=O)[nH]1	10	699	-0.2%	nt	nt	i	30	0.17	1254	i	5	-10	-13	0.7	550	2.7	2.5	7.2
Nc1cccc(-c2cnc3ccccc3n2)c1	21	872	0.0%	i	0.6	i	40	nt	nt	nt	nt	nt	nt	nt	nt	nt	nt	nt
C/C(=N\NC(=O)c1cccc(Br)c1)c1ccc(Br)cc1	nt	nt	-0.7%	i	0.2	i	26	nt	nt	i	13	9	-5	nt	nt	1.8	2.3	1.2
COc1ccccc1N1CCN(C2CCCN(C(=O)c3snnc3C)C2)CC1 (stereo unspecified)	13	729	-0.2%	i	0.9	i	28	nt	nt	nt	nt	nt	nt	nt	nt	nt	nt	nt
CCCCC1(C)NC(=S)N2N1C(=S)NC2(C)CCCC (stereo unspecified)	2	742	0.0%	i	0.4	i	18	-0.28	1128	nt	nt	nt	nt	-0.6	1355	nt	nt	nt
CCCCC(=O)NC(c1cccs1)c1cc(Cl)c2cccnc2c1O (stereo unspecified)	-46	583	?	?	nt	i	37	-5.9	637	i	28	-16	-11	2.3	961	5.7	1.1	39
Cc1sc2ncn(CC(=O)NCC3COc4ccccc4O3)c(=O)c2c1S(=O)(=O)N1CCOCC1 (stereo unspecified)	11	655	0.4%	i	0.4	i	27	0.31	1381	i	3	-3	4	-1.0	1055	4.3	1.5	2.0
COc1ccc(C(C)C)cc1S(=O)(=O)N1CCC(C(=O)N2CCN(C)CC2)CC1	-2	813	0.0%	i	1.0	i	16	nt	nt	nt	nt	nt	nt	nt	nt	nt	nt	nt
Cc1cccc2cc(CN(C(=O)c3cccs3)c3ccccc3)c(=O)[nH]c12	3	634	-1.0%	i	0.0	i	4	0.24	1258	i	6	-7	-21	-1.6	1019	3.7	2.2	6.0
CC1(C)CC(/C=C/c2ccccc2)=Nc2ccccc2N1	2	708	-0.5%	i	0.8	i	53	-0.44	1378	nt	nt	nt	nt	-0.5	1021	nt	nt	nt
Cc1nc2ccc(Cl)cc2c(-c2ccccc2)c1C(=O)N(C)C	8	844	0.3%	i	0.4	i	58	nt	nt	nt	nt	nt	nt	nt	nt	nt	nt	nt
Cc1ccc(C)c(S(=O)(=O)NCC(=O)Nc2ccc3c(c2)OCO3)c1	-26	676	-0.3%	i	1.6	i	64	nt	nt	nt	nt	nt	nt	nt	nt	nt	nt	nt
COc1ccc(Br)cc1CNC(=O)C1CCCN(S(=O)(=O)N2CC(C)CC(C)C2)C1 (stereo unspecified)	-12	744	0.2%	i	0.8	i	26	nt	nt	nt	nt	nt	nt	nt	nt	nt	nt	nt
O=C(Nc1nnc(SCc2ccc(F)cc2)s1)C1CC(=O)N(c2ccc3c(c2)OCCO3)C1 (stereo unspecified)	-4	690	-0.4%	i	1.0	i	32	-0.6	1419	i	17	2	12	-1.6	1103	1.8	2.8	11
CCOc1ccccc1C(=O)NC1CC2CCCC(C1)N2Cc1ccc(C)cc1 (stereo unspecified)	-2	854	-2.0%	i	0.8	i	33	nt	nt	nt	nt	nt	nt	nt	nt	nt	nt	nt
CCOc1cc(N2CCOCC2)c(OCC)cc1NC(=O)CN1CCN(Cc2ccc3c(c2)OCO3)CC1	-3	676	-1.0%	i	0.0	i	10	-1.1	1606	i	2	-1	-10	-2.4	1094	3.3	2.0	7.4
Cn1c(/C=C/c2ccccc2)nc2ccccc21	-6	696	-1.0%	i	0.2	i	28	-0.44	1469	i	-2	67*	67*	-0.7	1070	2.5	1.0	7.9
Cc1ccc(-c2cc(C(F)(F)F)n3nc(C(=O)Nc4c(C)n(C)n(-c5ccccc5)c4=O)cc3n2)cc1	-8	810	0.6%	i	0.5	i	46	-0.14	998	i	-12	-10	3	-3.7	1209	1.8	1.2	10
CC(C)C(=O)Nc1cccnc1	5	676	0.0%	i	1.0	i	20	0.24	1069	nt	nt	nt	nt	1.1	1357	nt	nt	nt
CCc1cc(CC)c(/C=N/NC(N)=O)c(CC)c1/C=N/NC(N)=O	0	718	0.7%	i	0.7	i	28	-0.91	1260	i	-5	-17	4	0.1	1028	3.4	1.9	6.7
C=CCOc1c(CNn2cn[nH]c2=S)cccc1OC	-5	683	0.6%	i	0.1	i	57	-0.71	1384	i	-8	-5	-6	-1.2	1089	4.1	1.1	7.9
CC1CCCC(C)N1/N=C/c1ccc(O)cc1 (stereo unspecified)	10	857	0.0%	i	0.1	i	28	nt	nt	nt	nt	nt	nt	nt	nt	nt	nt	nt
Cc1cc(C)nc(N/N=C/c2c(C)oc3ccccc23)n1	-16	694	-0.5%	i	0.2	i	62	-0.64	1278	i	-6	8	-16	1.8	1036	2.4	1.8	0.1
CCC1CCCCN1C(=O)N[C@@H](Cc1ccccc1)C(=O)O (stereo partly specified)	nt	nt	1.0%	i	1.1	i	11	0	1175	i	5	-8	-7	3.5	1109	3.5	4.3	8.6
Cc1cc(C)cc(NC(=S)NC(=O)CCN2C(=O)c3ccccc3C2=O)c1	nt	nt	0.3%	i	1.2	i	44	nt	nt	i	-25	nt	nt	nt	nt	1.4	1.6	8.9
O=C(NCCO)c1scc2c1OCCO2	2	735	0.4%	i	0.4	i	34	-0.03	1277	i	5	8	22	nt	nt	1.7	2.3	5.4
O=C(Nc1ccc(S(=O)(=O)N2CCCCC2)cc1)c1ccc(CN2CCOCC2)cc1	-1	722	-0.9%	i	10	i	47	?	nt	i	13	-9	-10	6.7	1105	2.8	1.7	7.8
